Screening data deposited in PubChem BioAssay by National Center for Advancing Translational Sciences (NCATS).
Sm TGR block = qHTS Assay for the Inhibitors of Schistosoma Mansoni Peroxiredoxins; purified TGR, DTNB reduction, TNB absorbance 405 nm; Potency, µM (doses to about 114 µM), for inactives: at the top dose activity change, negative = inhibition, actives largely listed as inhibitors; 360,000 tested, 3% active; also: potency is read from the fitted curve at half-maximal effect; nearly all actives have a fitted effect of over 60% in size
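First, TGR (20 nM dispensed) and NADPH were mixed with compound. Second, a 15 min room-temperature incubation followed. Third, further NADPH and then DTNB were added to start the reaction. Finally, TNB absorbance was monitored kinetically.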
HCMV inh = qHTS Assay for inhibitors of the human cytomegalovirus (HCMV). HFF cells, HCMV-luciferase reporter, 72 h; stronger effect = lower value. activity change, negative = inhibition, % at 57.5 µM. 410,000 tested, 4.5% active; in the data active = activity change below about -60%; inconclusive = no clear call, values can overlap the other calls; inactive = above about -39%
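Inhibition of viral replication was scored as loss of reporter luminescence in HFFs infected with HCMV-luciferase (MOI 1 PFU/cell) for 72 h; compounds tested at 2 doses, normalized to buffer and Salinomycin controls.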
AmpC inh detg = qHTS Inhibitors of AmpC Beta-Lactamase (assay with detergent). AmpC hydrolysis of nitrocefin, absorbance 480 nm, 0.01% Triton. Potency, µM (series often up to 114 µM), for inactives: top-dose activity change, negative = inhibition, most hits filed as inhibitors. 370,000 tested, 0.041% active;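 also: potency is read from the fitted curve at half-maximal effect; 0% = no-compound wells and -100% = no-enzyme wells; nearly all actives have a fitted effect of over 25% in size; some results filed as inactive show a strong effect at the top dose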
Target sequence (P00811 whole entry, looked up): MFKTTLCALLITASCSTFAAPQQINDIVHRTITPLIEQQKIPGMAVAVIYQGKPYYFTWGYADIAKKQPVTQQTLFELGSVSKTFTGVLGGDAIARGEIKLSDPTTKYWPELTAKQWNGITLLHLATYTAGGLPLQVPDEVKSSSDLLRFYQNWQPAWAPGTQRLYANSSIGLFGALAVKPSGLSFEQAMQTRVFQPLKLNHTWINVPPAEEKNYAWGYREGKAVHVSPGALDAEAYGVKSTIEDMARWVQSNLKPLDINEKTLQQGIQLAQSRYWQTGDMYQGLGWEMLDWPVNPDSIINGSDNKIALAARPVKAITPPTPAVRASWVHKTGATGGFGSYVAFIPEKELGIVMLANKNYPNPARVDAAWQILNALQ
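AmpC (5.3 nM in the dispensed reagent) in 20 mM phosphate pH 7.0 with 0.01% (detergent screen) or 0.0001% Triton X-100 was preincubated with compounds for 15 min at room temperature. Nitrocefin was then added from an 800 uM solution, and hydrolysis was followed at 480 nm.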
AmpC inh no detg = qHTS Inhibitors of AmpC Beta-Lactamase (assay without detergent); Potency, µM (top dose mostly 57.1 µM), for the others: top-dose activity change, negative = inhibition, hits mostly inhibitors; P00811; AmpC nitrocefin hydrolysis, absorbance 480 nm, 0.0001% Triton; AID 485341, 2010; 330,000 tested, 0.52% active;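 also: potency is read from the fitted curve at half-maximal effect; plate controls were no compound for no effect and no enzyme for full effect; nearly all actives have a fitted effect of over 20% in size; some results filed as inactive show a strong effect at the top dose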
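AmpC (5.3 nM in the dispensed reagent) in 20 mM phosphate pH 7.0 with 0.01% (detergent screen) or 0.0001% Triton X-100 was preincubated with compounds for 15 min at room temperature. Nitrocefin was then added from an 800 uM solution, and hydrolysis was followed at 480 nm.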
HCV inhibitor = qHTS Assay for Inhibitors of Hepatitis C Virus (HCV) | Huh7.5.1 HCVcc-Cre infection, luciferase reporter, 44 h | Potency, µM (highest dose often 41.8 µM), without a hit: top-dose activity change, negative = inhibition, hits mostly inhibitors | AID 651820, 2012 | 340,000 tested, 3.4% active; also: potency is read from the fitted curve at half-maximal effect
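Antiviral activity was scored by luciferase reporter output from cells infected with HCVcc-Cre (~0.5 moi) in presence of compound, 44 h infection period, cells seeded 1,000/well 4 h prior.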
FBPA Giardia inh = qHTS Assay for Inhibitors of Fructose-1,6-bisphosphate Aldolase from Giardia Lamblia; purified Giardia FBPA; Potency, µM (doses to about 59.6 µM), inactives show top-dose activity, negative = inhibition, most hits filed as inhibitors; 290,000 tested, 0.71% active; also: potency is read from the fitted curve at half-maximal effect; nearly all actives have a fitted effect of over 55% in size
Target sequence (A8B2U2 whole entry, looked up): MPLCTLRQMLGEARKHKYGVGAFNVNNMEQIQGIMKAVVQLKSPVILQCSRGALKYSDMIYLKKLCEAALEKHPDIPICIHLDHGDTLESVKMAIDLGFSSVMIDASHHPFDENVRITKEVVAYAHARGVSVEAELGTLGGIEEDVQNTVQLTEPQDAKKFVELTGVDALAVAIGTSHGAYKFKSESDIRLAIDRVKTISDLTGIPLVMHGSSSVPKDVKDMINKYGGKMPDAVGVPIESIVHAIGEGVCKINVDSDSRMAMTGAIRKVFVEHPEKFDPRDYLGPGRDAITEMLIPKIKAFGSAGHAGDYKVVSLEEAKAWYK
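40 nM FBPA preincubated 10 min at RT with compound (up to 57.5 uM final), then substrate plus GAPDH/TPI/NAD/arsenate coupling and diaphorase/resazurin added. Fluorescence read after 20 min at RT, 525/598 nm.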
An asterisk follows results filed as active; & = joins results of further samples; [ ] = dose if it differs, or a comment. Unless noted, calls follow the shape of the dose curve; as a rule, active = well fitted curve in the direction sought with a large enough effect; inconclusive = small, poorly fitted or top-dose-only effect, or another doubt; inactive = no such curve, though single readings can be large; an effect the other way counts as inactive or inconclusive. Unless noted, % is scaled to controls: 0 for no effect and ±100 for the full control effect.

How did c1ccc(COc2cccc(CNCc3cccnc3)c2)cc1 do in these assays?
HCMV inh: 18.3; AmpC inh detg: -8.7%; AmpC inh no detg: -7.5%; HCV inhibitor: -13.1%; FBPA Giardia inh: -8.4%

What do the screens show for `Cc1cccc(NC(=S)NCC(c2cccnc2)N2CCOCC2)c1C` (configuration not stated)?
Sm TGR block: 0.7%; HCMV inh: 10.7; AmpC inh detg: -14.5%; AmpC inh no detg: -7.8%; HCV inhibitor: 3.3%; FBPA Giardia inh: -2.2%

How did CC1CC(=O)c2cn3c(nc2C1)nc1ccccc13 (configuration not stated) do in these assays?
Sm TGR block: -24.6%; HCMV inh: 14.9; AmpC inh detg: inconclusive; AmpC inh no detg: -12.2%; HCV inhibitor: 21.9%; FBPA Giardia inh: -3.4%

Results for CC(NC(=O)CCc1ccc(S(=O)(=O)NC2CCCCC2)cc1)c1ccccc1 (configuration not stated) ?
Sm TGR block: 2.4%; HCMV inh: -22.6; AmpC inh detg: -13.2%; AmpC inh no detg: -34.3%; HCV inhibitor: -8.5%; FBPA Giardia inh: 3.0%

How did OCC1(Cc2cccc(Cl)c2)CCCN(Cc2sc(N3CCCC3)nc2Cl)C1 (configuration not stated) do in these assays?
Sm TGR block: 4.1%[57.1 µM]; HCMV inh: -37.3; AmpC inh detg: 2.4%; AmpC inh no detg: 48.5%; HCV inhibitor: inconclusive; FBPA Giardia inh: -2.9%

What do the screens show for `CC(=O)c1ccc(NC(=O)CSc2n[nH]c(-c3cccnc3)n2)cc1`?
Sm TGR block: 9.2%; HCMV inh: -29.6; AmpC inh detg: 1.1%; AmpC inh no detg: -24.3%; HCV inhibitor: -0.1%; FBPA Giardia inh: inconclusive

Results for CCn1c(=O)n(-c2ccc(F)cc2)c(=O)c2sc3ccccc3c21 ?
Sm TGR block: 8.8%; HCMV inh: 2.8; AmpC inh detg: 12.6%

How did CN(CC(=O)N1CCN(Cc2ccccc2)CC1)C(=O)Cc1cccc2ccccc12 do in these assays?
Sm TGR block: inconclusive; HCMV inh: -23.5; AmpC inh detg: 2.0%; AmpC inh no detg: 163.6%[activator]; HCV inhibitor: inconclusive

What do the screens show for `COC(=O)C1CC(O)CN1C(=O)NC1CCCCC1` (configuration not stated)?
Sm TGR block: -3.3%; HCMV inh: -39.9; AmpC inh detg: -7.6%; AmpC inh no detg: -5.7%; HCV inhibitor: 20.9%; FBPA Giardia inh: 8.5%

Results for O=C(CSCc1c(Cl)cccc1Cl)NN=C1CCCC1 ?
Sm TGR block: 0.4%; HCMV inh: -14.0; AmpC inh detg: 8.4%; AmpC inh no detg: -35.7%; HCV inhibitor: 16.7%; FBPA Giardia inh: -3.5%

What do the screens show for `CCn1c(C)cs/c1=N\S(=O)(=O)c1ccccc1`?
Sm TGR block: 4.2%; HCMV inh: -11.7; AmpC inh detg: -12.7%; AmpC inh no detg: -9.0%; HCV inhibitor: 17.6%

How did COc1ccc(-n2c(/C=C/c3cccc(F)c3)nc3ccccc3c2=O)cc1Cl do in these assays?
Sm TGR block: -0.2%; HCMV inh: -15.9; AmpC inh detg: 6.3%

What do the screens show for `CC(C)CC(=O)Nc1ccc(S(=O)(=O)NCc2ccco2)cc1`?
Sm TGR block: inconclusive; HCMV inh: -14.5; AmpC inh detg: 0.5%; AmpC inh no detg: -22.5%; HCV inhibitor: -21.6%; FBPA Giardia inh: 3.8%

Results for CCCCn1c(=N)n(CC(O)COc2cccc(C)c2)c2ccccc21 (configuration not stated) ?
Sm TGR block: -4.7%; HCMV inh: -63.1*; AmpC inh detg: -8.2%; AmpC inh no detg: 0.9%; HCV inhibitor: 8.91µM*; FBPA Giardia inh: 2.1%

Results for Cc1ccc(S(=O)(=O)N2CCOCC2)cc1C(=O)OCC(=O)Nc1ccc2c(c1)OCO2 ?
Sm TGR block: -2.7%; HCMV inh: 19.4; AmpC inh detg: 3.3%; HCV inhibitor: -11.1%; FBPA Giardia inh: 10.4%

How did O=C(NCc1ccco1)c1sc(=S)n2c1[nH]c(=O)c1ccccc12 do in these assays?
Sm TGR block: -26.5%; HCMV inh: -12.2; AmpC inh detg: 1.7%; AmpC inh no detg: -21.6%; HCV inhibitor: 16.7%; FBPA Giardia inh: -11.4%

How did COc1cc(OC)c(C2SCCN2S(=O)(=O)c2ccc(F)cc2)cc1OC (configuration not stated) do in these assays?
Sm TGR block: 0.4%; HCMV inh: -17.0; AmpC inh detg: 4.3%; AmpC inh no detg: -11.7%; HCV inhibitor: 3.6%&-18.2%; FBPA Giardia inh: -22.8%

How did Cn1nnnc1Sc1ccc(C(=O)O)cc1[N+](=O)[O-] do in these assays?
Sm TGR block: 4.2%; HCMV inh: -28.3; AmpC inh detg: -1.6%; AmpC inh no detg: 57.4%; HCV inhibitor: -11.0%; FBPA Giardia inh: 9.2%

Results for COc1ccccc1C(=O)NC(=O)COC(=O)c1ccc(Cl)cc1[N+](=O)[O-] ?
Sm TGR block: -1.2%; HCMV inh: -15.3; AmpC inh detg: 0.0%; AmpC inh no detg: -11.6%; HCV inhibitor: 10.5%

Results for O=C(NCCCN1CCOCC1)C(=O)N/N=C/c1ccc2c(c1)OCO2 ?
HCMV inh: -12.7; AmpC inh detg: 4.0%; AmpC inh no detg: 0.5%; HCV inhibitor: 0.8%; FBPA Giardia inh: -1.5%

How did CCc1ccc(NC(=O)CSc2nnc(SCC(=O)Nc3ccc(CC)cc3)n2N)cc1 do in these assays?
Sm TGR block: -5.5%; HCMV inh: -6.8; AmpC inh detg: -5.3%; AmpC inh no detg: -11.6%; HCV inhibitor: -20.2%; FBPA Giardia inh: 2.6%

Results for CC1CCN(CCOc2ccc(OCc3ccccc3)cc2)CC1 ?
Sm TGR block: -13.5%; HCMV inh: -27.8; AmpC inh detg: -0.2%; AmpC inh no detg: 21.0%; HCV inhibitor: inconclusive; FBPA Giardia inh: -25.2%

Results for Cc1cccc(NC(=O)CN2CCN(CC(=O)Nc3cccc(C)c3)CC2)c1 ?
Sm TGR block: 0.0%; HCMV inh: 9.9; AmpC inh detg: inconclusive; AmpC inh no detg: 72.8%[activator]; HCV inhibitor: inconclusive; FBPA Giardia inh: 0.9%

What do the screens show for `COc1cc(NC(=O)C/C(C)=N/NC(=O)c2ccccn2)c(OC)cc1Cl`?
Sm TGR block: -2.5%; HCMV inh: 54.5; AmpC inh detg: 4.8%; AmpC inh no detg: 96.0%[activator]; HCV inhibitor: 13.8%; FBPA Giardia inh: 11.7%

What do the screens show for `Cc1oc(-c2cc(F)ccc2F)nc1CN1CCN(c2cnccn2)CC1`?
HCMV inh: -18.9; AmpC inh detg: -5.5%; AmpC inh no detg: 96.6%[activator]; HCV inhibitor: -2.2%; FBPA Giardia inh: -1.6%

What do the screens show for `CCOC(=O)c1cc(-c2ccc(OC)cc2)n(CCC(=O)Nc2nc3ccc(OCC)cc3s2)c1C`?
Sm TGR block: 12.4%; HCMV inh: 38.7; AmpC inh detg: 6.1%

How did CC(=O)Nc1ccc(C(=O)CSc2nc3ccccc3n2CC(=O)N2CCCC2)cc1 do in these assays?
Sm TGR block: 7.5%[11.4 µM]; HCMV inh: -28.6; AmpC inh detg: inconclusive; AmpC inh no detg: -12.4%; HCV inhibitor: 4.0%; FBPA Giardia inh: -1.1%

Results for COC(=O)C(NC(=O)CN1C(=O)c2ccccc2C1=O)c1ccc(O)c(OC)c1 (configuration not stated) ?
Sm TGR block: 2.7%; HCMV inh: 4.1; AmpC inh detg: 5.8%; AmpC inh no detg: 0.9%; HCV inhibitor: 6.9%; FBPA Giardia inh: 4.5%

Results for Cc1ccc(NC(=O)N(CCCN2CCOCC2)Cc2cccs2)cc1C ?
Sm TGR block: 0.8%; HCMV inh: 36.4; AmpC inh detg: 6.3%; AmpC inh no detg: 47.2%; HCV inhibitor: -4.5%; FBPA Giardia inh: -1.8%

What do the screens show for `COc1ccc(-c2nnc(SCC(=O)Nc3ccc(Cl)cc3)n2C)cc1`?
Sm TGR block: -8.4%; HCMV inh: -12.5; AmpC inh detg: inconclusive; AmpC inh no detg: -18.9%; HCV inhibitor: -1.2%; FBPA Giardia inh: 2.1%

Results for O=C1Nc2ccccc2C1Cc1ccccn1 (configuration not stated) ?
Sm TGR block: -12.6%; HCMV inh: 44.1; AmpC inh detg: -1.5%; AmpC inh no detg: 67.6%[activator]; HCV inhibitor: -16.0%; FBPA Giardia inh: -16.9%

What do the screens show for `CCOc1ccc(NC(=O)c2ccccc2NS(=O)(=O)c2ccc(F)cc2)c([N+](=O)[O-])c1`?
Sm TGR block: -0.3%; HCMV inh: -23.1; AmpC inh detg: -12.5%; AmpC inh no detg: -29.5%; HCV inhibitor: 2.5%; FBPA Giardia inh: 7.7%

Results for CCS(=O)(=O)N1N=C(c2cccc(NS(C)(=O)=O)c2)CC1c1ccccc1 (configuration not stated) ?
Sm TGR block: -22.6%; HCMV inh: -12.8; AmpC inh detg: -7.7%; AmpC inh no detg: -4.7%; HCV inhibitor: -3.3%; FBPA Giardia inh: 5.2%

What do the screens show for `O=C(CSc1ccc(-c2ccccc2)nn1)Nc1ccc2c(c1)OCCO2`?
Sm TGR block: 0.4%; HCMV inh: 80.3; AmpC inh detg: -3.2%; AmpC inh no detg: -31.9%; HCV inhibitor: inconclusive; FBPA Giardia inh: -5.6%

Results for CCOC(=O)c1sc(Nc2nc(OC)cc(OC)n2)nc1C ?
Sm TGR block: 11.0%; HCMV inh: 7.8; AmpC inh detg: 2.1%; AmpC inh no detg: -5.0%; HCV inhibitor: inconclusive; FBPA Giardia inh: -1.8%

What do the screens show for `CCc1nnc(NC(=O)CSc2nnnn2-c2cccc(C(=O)OC)c2)s1`?
Sm TGR block: -14.5%; HCMV inh: -15.3; AmpC inh detg: inconclusive; AmpC inh no detg: -25.6%; HCV inhibitor: 2.9%; FBPA Giardia inh: -0.4%

What do the screens show for `CCOc1ccc(S(=O)(=O)Nc2ccccc2C(=O)Nc2ccccc2N2CCOCC2)cc1`?
Sm TGR block: 1.2%; AmpC inh detg: -2.4%; AmpC inh no detg: 4.9%; HCV inhibitor: 17.0%; FBPA Giardia inh: 5.1%

Results for COc1cc(OC)c2c(-c3cccc(/C=C/c4ccc(F)cc4)c3)cc(=O)oc2c1 ?
HCMV inh: 88.4; AmpC inh no detg: -38.6%; HCV inhibitor: -8.0%; FBPA Giardia inh: 0.0%

Compounds above that contain a thiophene ring, fused or not, in the order listed:
Results for CCn1c(=O)n(-c2ccc(F)cc2)c(=O)c2sc3ccccc3c21 ?
Sm TGR block: 8.8%; HCMV inh: 2.8; AmpC inh detg: 12.6%

Results for Cc1ccc(NC(=O)N(CCCN2CCOCC2)Cc2cccs2)cc1C ?
Sm TGR block: 0.8%; HCMV inh: 36.4; AmpC inh detg: 6.3%; AmpC inh no detg: 47.2%; HCV inhibitor: -4.5%; FBPA Giardia inh: -1.8%
